# Compound activity from PubChem.
# EP2 antag – human EP2 receptor antagonists, primary screen, TR-FRET cAMP, C6 glioma cells. AID 1422, 2008. Prostaglandin E2 receptor EP2 subtype (Homo sapiens), P43116. C6 glioma cells expressing human EP2; cells stimulated with saturating PGE2. 260,000 compounds, 0.52% hits. inhibition, % at 25 µM;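 active = percent inhibition above 40 after rounding to a whole number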;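 also: rat C6 glioma host cells with rolipram phosphodiesterase inhibitor present; the protocol text gives 20 µM as final concentration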
# Target sequence (P43116 whole entry, looked up): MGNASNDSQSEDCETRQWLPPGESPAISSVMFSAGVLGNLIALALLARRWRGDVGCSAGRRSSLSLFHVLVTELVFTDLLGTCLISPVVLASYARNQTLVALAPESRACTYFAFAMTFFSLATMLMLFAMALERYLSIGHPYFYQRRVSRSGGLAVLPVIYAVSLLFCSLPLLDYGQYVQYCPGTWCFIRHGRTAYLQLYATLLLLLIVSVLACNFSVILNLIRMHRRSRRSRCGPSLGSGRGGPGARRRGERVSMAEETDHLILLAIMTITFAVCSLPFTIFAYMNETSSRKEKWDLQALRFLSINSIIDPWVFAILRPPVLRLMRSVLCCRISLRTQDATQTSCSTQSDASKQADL
# RBBP9 inh – human RBBP9 inhibitors, primary screen, biochemical, fluorescence polarization, FP-Rh probe, HTS; Serine hydrolase RBBP9 (Homo sapiens), O75884; AID 1515, 2009; 220,000 compounds, 0.2% hits; inhibition, % at 7.94 µM; recombinant RBBP9;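 active = inhibition above the campaign mean of all tested compounds plus 3 SD, cut at about 14% in these data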;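 also: plate controls were DMSO wells with RBBP9 for no effect and wells lacking RBBP9 protein for full effect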
# Target sequence (O75884 whole entry, looked up): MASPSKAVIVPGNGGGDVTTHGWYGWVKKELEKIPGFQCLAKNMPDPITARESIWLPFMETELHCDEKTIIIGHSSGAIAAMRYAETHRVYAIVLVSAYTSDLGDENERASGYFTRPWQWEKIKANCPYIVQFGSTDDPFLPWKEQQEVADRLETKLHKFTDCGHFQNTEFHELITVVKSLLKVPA
#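 System: RBBP9 protein / Buffer or medium: Tris/NaCl buffer pH 8.0 with 0.1% Pluronic / Probe or stimulus: Serine-hydrolase probe FP-Rh, 375 nM pre-mixing / Dosing: 7.94 µM single dose, 0.794% DMSO / Times: enzyme-compound preincubation 30 min, then probe labeling 45 min, 25 °C / Technique: fluorescence polarization (mP), excitation 525 nm, emission 598 nm / Replication: singlicate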
# PPC-1+TRAIL kill – compounds killing PPC-1 cancer cells with TRAIL present, primary screen, TRAIL potentiator project, ATPLite luminescence, uHTS; PPC-1 cells + TRAIL, ATPLite viability luminescence; 220,000 compounds, 0.41% hits; cell killing (% activity), % at 4 µM;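 active = cell killing above 50% in the first pass at 4 µM, then a duplicate retest at 5 µM averaging 50% or more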;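 also: plate controls were cells with TRAIL plus DMSO for no effect and medium-only wells lacking cells for full effect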
# p47phox inh – p47phox/p22phox peptide binding inhibitors, primary screen, biochemical, uHTS, NADPH oxidase regulatory subunit. Neutrophil cytosol factor 1 (Homo sapiens), P14598. fluorescence polarization, 2 h. inhibition, % at 24.7 µM. 220,000 compounds, 0.53% hits;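 active = inhibition above about 30%, limit read from the data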;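 also: 0% = p47phox with labelled peptide and 100% = labelled peptide alone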
# Target sequence (P14598 whole entry, looked up): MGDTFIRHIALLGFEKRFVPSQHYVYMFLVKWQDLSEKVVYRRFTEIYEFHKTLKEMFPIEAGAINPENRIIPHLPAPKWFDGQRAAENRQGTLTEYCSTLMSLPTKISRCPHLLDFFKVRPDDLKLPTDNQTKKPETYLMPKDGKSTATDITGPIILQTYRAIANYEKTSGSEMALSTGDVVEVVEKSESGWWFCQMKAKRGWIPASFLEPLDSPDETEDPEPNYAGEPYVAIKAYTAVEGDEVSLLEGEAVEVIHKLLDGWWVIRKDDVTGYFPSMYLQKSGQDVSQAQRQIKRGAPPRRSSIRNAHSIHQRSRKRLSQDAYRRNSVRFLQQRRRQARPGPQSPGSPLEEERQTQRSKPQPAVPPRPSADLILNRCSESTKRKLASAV
# Ba/F3 V617F tox – reduced viability of JAK2V617F-dependent Ba/F3 cells, primary screen, JAK2V617F inhibitor project, cell-based, Ba/F3 EpoR-JAK2V617F, luminescence | ATP luminescence | inhibition, % at 5.6 µM | 220,000 compounds, 1.1% hits | AID 1446, 2008;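 active = inhibition above the campaign mean plus 3 SD over all tested compounds, cut at about 24% in these data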;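 also: cytokine-independent growth of Ba/F3 cells driven by EpoR plus mutant JAK2; 0% = DMSO-treated cells and 100% = JAK inhibitor I control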
# Tb hexokinase – Trypanosoma brucei hexokinase 1 inhibitors, primary screen, biochemical, G6PDH-coupled NADH absorbance, MLSCN library. recombinant TbHK1, G6PDH-coupled NADH A340. AID 1430, 2008. inhibition, % at 10 µM. 220,000 compounds, 0.11% hits;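 active = inhibition of 50% or more in the single-dose primary screen; inactive = inhibition below 50%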
# BaF3 parental – parental Ba/F3 cell viability inhibition, counter-screen for JAK2V617F inhibitor project, murine pro-B, CellTiter-Glo luminescence; CellTiter-Glo ATP luminescence; inhibition, % at 5.6 µM; 220,000 compounds, 1.1% hits; AID 1486, 2009;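 active = inhibition above a per-campaign cutoff, the mean inhibition of all tested compounds plus 3 SD, cut at about 27% in these data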;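 also: 0% = DMSO wells and 100% = JAK Inhibitor I control wells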
# Furin inhibitor – human furin inhibitors, primary screen, biochemical, fluorescence intensity. P09958. purified furin, fluorogenic substrate cleavage. inhibition, % at 30 µM. 220,000 compounds, 0.061% hits. AID 463115, 2010; in the data active = inhibition above about 25%; also: inactives centre near -15
# p97 inhibitor – inhibitors of human p97 ATPase, primary screen, biochemical; 220,000 compounds, 0.42% hits; Transitional endoplasmic reticulum ATPase (Homo sapiens), P55072; inhibition, % at 8 µM; recombinant p97 ATPase, Kinase-Glo ATP luminescence, 3 h; in the data active = inhibition above about 15%;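 also: 0% = DMSO vehicle and 100% = wells lacking enzyme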
# Numbers without * were called inactive; . = not tested or not shown; & = joins results of further samples; [ ] = another dose, or the depositor's remark. An excerpt (hit frequency here may not be typical).
compound	Furin inhibitor	p47phox inh	EP2 antag	RBBP9 inh	Ba/F3 V617F tox	Tb hexokinase	BaF3 parental	PPC-1+TRAIL kill	p97 inhibitor
CCCc1nnc(SCC(=O)N2CCCC(C)C2)n1CC1CCCO1 (stereo unspecified)	-9[20 µM]	-15	14	-9	4	2	3	10	-6
Fc1ccc(Nc2nc(N/N=C/c3ccco3)nc(N3CCCCC3)n2)cc1	-32	-14	8	-12	1	2	6	-3	8
CCn1c(C)nc2cc(C(=O)NNC(=S)Nc3ccc(OC)cc3)ccc21	-17	-4	-1	-11	2	-1	9	15	-3
COCC(=O)OCC(=O)N1N=C(c2ccc(Cl)cc2)CC1c1ccco1 (stereo unspecified)	-8	-4	6	-8	-1	-2	-1	22	-1
CCCCOc1ccc2c(c1)/C(=C(\C(Cl)=C(Cl)Cl)[N+](=O)[O-])N2	-2	-29	8	6	2	-4	3	24	8
COc1cccc(OC)c1C(=O)Nc1cc(C)nn1-c1nc2ccccc2[nH]1	-23	-16	10	-13	-4	-4	0	0	5
CC(C)(C)C(=O)/C=C(\N)c1ccccn1	-21[20 µM]	0	18	-1	3	-24	3	14	-6
CCOC(=O)C1=C(O)/C(=C/c2ccccn2)SC1=Nc1ccc(Cl)cc1	-6	-7	5	-6	1	-12	8	7	0
Cc1nn(C)c(C)c1CN(Cc1nc(CCC(C)C)no1)C(C)C	-21	-6	10	-6	53*	-7	81*	0	1
CC(NC(=S)Nc1ccccc1Cl)C(c1ccccc1)N1CCOCC1 (stereo unspecified)	-15	1	6	1	-4	3	2	11	3
CCCCN1C(=O)NC(NC(=O)c2ccco2)(C(F)(F)F)C1=O (stereo unspecified)	-11[20 µM]	-3	8	-4	1	2	1	16	5
COc1ccc(-n2c(-c3ccc(Cl)cc3)c[n+]3c2CCc2ccccc2-3)cc1	-33	1	1	3	84*	-1	69*	-3	5
Cc1ccc(-c2cc(C(=O)Nc3cnn(C45CC6CC(CC(C6)C4)C5)c3)no2)cc1	-23[20 µM]	-4	2	-2	-2	3	0	33	3
CCN1CCN(Cc2nc3c(c(=O)n(C)c(=O)n3C)n2Cc2ccccc2Cl)CC1	-22	2	8	-4	1	-2	7	2	6
COc1ccc(CC(=O)N/N=C/c2ccc(-c3cccc(C(=O)O)c3)o2)cc1OC	-2	-8	6	-8	2	-82	-5	-4	5
CCO[C@@H]1OC(C(=O)O)=C[C@H](c2ccc(Br)cc2)[C@H]1CCCO	-12	.	6	1	-6	-11	0	16	7
COc1ccc(NS(=O)(=O)c2cccc(NC(=O)c3ccc(S(=O)(=O)N4CCCCCC4)cc3)c2)cc1	-17	-13	4	-59	42*	19	44*	16	5
O=C(c1cc(-c2ccccc2)on1)N1CCN(Cc2ccc3c(c2)OCO3)CC1	-12[20 µM]	-12	17	-5	-1	-1	5	4	-5
Cc1c(Cl)cccc1Nc1ncccc1C(=O)OCC(O)CO (stereo unspecified)	-13	-14	4	0	-3	-13	-5	-18	6
Clc1ccc(-c2nc3ccccn3c2CN2CCSCC2)cc1	-16	-17	2	-9	2	-2	0	9	-2
O=C(NCCCN1CCCCC1)c1ccc2c(c1)NC(=O)C(N1CCOCC1)S2 (stereo unspecified)	-24[20 µM]	-10	9	-10	-2	7	8	17	2
CC(=O)c1ccc(OCCCC(=O)NCC(c2ccco2)N(C)C)cc1 (stereo unspecified)	-8	-5	2	-7	2	0	1	4	-3
Cc1noc(C)c1COc1ccc(C(=O)OCC(=O)N2c3ccccc3NC(=O)C2(C)C)cc1	-12[20 µM]	4	24	-1	0	-3	6	4	0
Cc1ccc(S(=O)(=O)N2CCOCC2)cc1NC(=O)CSc1nc(N)cc(=O)[nH]1	-14	-4	2	9	-6	-3	1	0	10
Cc1cc(C)n(CCNC(=O)c2cc(COc3ccc(F)cc3Cl)on2)n1	-31	-6	6	-8	4	-11	5	-7	-3
O=C(NC(=S)Nc1ccc2oc(=O)ccc2c1)c1ccco1	-12	-5	6	-6	-1	-17	0	-22	-1
O=C(CN1CCN(S(=O)(=O)c2ccc(F)cc2)CC1)Nc1ccccc1F	-17	-3	8	2	1	3	9	-12	1
O=C(c1cc(F)ccc1F)C1CCCN(C(=O)CSc2ccccn2)C1 (stereo unspecified)	-12	3	5	3	4	10	11	8	-2
O=[N+]([O-])c1ccc(Oc2cccnc2)nc1	-29	-7	15	-4	-3	-9	-1	-4	4
COc1cc(-c2nnc3sc(-c4cccs4)nn23)cc(OC)c1OC	-27	9	8	-6	1	-10	7	7	4
O=C(CNC(=O)c1ccccc1)NC1(C(=O)NC2CCCC2)CCCCC1	-7	-5	6	-2	7	10	10	-15	-4
CNc1nnc(-c2cccc(N(C)C)c2)s1	-20[20 µM]	-4	13	0	0	-13	5	16	1
CCOC(=O)N1CCN(c2c(NC3CCN(Cc4ccccc4)CC3)c(=O)c2=O)CC1	-32	1	6	-2	2	-1	7	0	-5
CNC(=O)c1nc(C)n(-c2cc(Cl)cc(Cl)c2)n1	-20[20 µM]	-6	3	5	1	-5	1	-8	-1
COc1cccc(-n2c(=O)c3cc(OC)c(OC)cc3n(CC(=O)Nc3cc(C)[nH]n3)c2=O)c1	-5	2	4	-12	4	24	8	-3	-6
CCN1CCN(S(=O)(=O)c2cc(OC)ccc2OC)CC1	-23[20 µM]	-12	14	1	-2	-3	0	11	3
CSc1nnc(C)c(=O)n1COC(=O)c1ccc(S(=O)(=O)N2CCOCC2)cc1	-5	2	13	4	-4	3	10	14	2
COCCN(CCOC)C(=S)Nc1ccccc1Cl	-26	-3	10	2	-2	1	6	9	3
CCCCOn1c(C)c(C(=O)OCC)c2c3no[n+]([O-])c3ccc21	-20	-8	1	-5	-4	0	1	47	2
Cc1cnc(CN(C)C(=O)c2cc(COc3c(F)cccc3F)on2)[nH]1	-17	-30	5	-3	1	-7	4	5	0
Cc1ccc(S(=O)(=O)N2CCN(c3ncnc4c3cnn4-c3ccccc3)CC2)cc1	-30	-6	6	1	-2	2	0	16	10
Cc1nc2c(ccc3nc(NC(=O)c4ccc5c(c4)OCCO5)sc32)s1	-5	-10	27	-8	-2	-15	5	46	3
COc1ccccc1NC(=O)c1c(C)nc2ccccc2c1C(=O)O	-13	0	14	8	-4	-7	-1	4	8
CCOC(=O)c1nc(Nc2ccccc2C)c2ccccc2n1	-33	-16	9	-1	2	-16	6	.	5
CN1CCN(C(=O)Nc2ccc([N+](=O)[O-])cc2)CC1	-6	-14	11	-2	0	-51	3	-4	5
Cc1cc(C)cc(CC2CC(=O)N(c3ccc4c(c3)OCCO4)C2=O)c1 (stereo unspecified)	-15[20 µM]	-8	15	-1	-5	5	1	15	1
CCCCNc1nc(=S)[nH]c2cc(OC)c(OC)cc12	0[20 µM]	-8	10	-8	-3	-3	3	6	-2
CCOC(=O)C1(Cc2cccc(OC)c2)CCN(Cc2cccn2-c2nccs2)CC1	-14	-5	6	-3	-1	2	-1	-10	-4

# Complete entries, looked up by structure. Values in the order: Furin inhibitor | p47phox inh | EP2 antag | RBBP9 inh | Ba/F3 V617F tox | Tb hexokinase | BaF3 parental | PPC-1+TRAIL kill | p97 inhibitor
# Cc1cc(C)cc(CC2CC(=O)N(c3ccc4c(c3)OCCO4)C2=O)c1 (stereo unspecified) reads -15[20 µM] | -8 | 15 | -1 | -5 | 5 | 1 | 15 | 1
# CCCCOn1c(C)c(C(=O)OCC)c2c3no[n+]([O-])c3ccc21 reads -20 | -8 | 1 | -5 | -4 | 0 | 1 | 47 | 2

# New compounds follow:
compound	Furin inhibitor	p47phox inh	EP2 antag	RBBP9 inh	Ba/F3 V617F tox	Tb hexokinase	BaF3 parental	PPC-1+TRAIL kill	p97 inhibitor
O=C(N/N=C/c1ccc(Cl)cc1)Nc1ccccc1	-21	-5	9	0	-2	0	5	0	1
COc1cccc(CNC(=O)CCC2CCCN(C(=O)C3CCOCC3)C2)c1 (stereo unspecified)	-23	0	10	2	-1	-3	5	8	-1
CC(C)c1ccc(NC(=O)C2CCN(S(C)(=O)=O)CC2)cc1	-17	-99	11&12	-6	-1	3	-1	0	-2
C=CCN(C)NC(=O)Nc1ccccc1	-9	-2	6	1	4	3	12	-9	1
O=c1ccc2ccccc2o1	-16	6	10&12	1	-5	3	2	21	10
O=C(NNC(=O)c1ccc2c(c1)OCO2)NC1CCCCC1	-7[20 µM]	-11	.	-7	5	1	5	-16	-6
CC(=O)Nc1ccc(NC(=O)COC(=O)C2c3ccccc3Oc3ccccc32)cc1	0	-5	7	6	-3	-3	5	1	3
CCOc1ccc(NC(=O)C2CC(=O)OC2c2ccccc2)cc1 (stereo unspecified)	-27	-8	6	1	4	-10	5	30	-1
S=c1[nH]nc(-c2cc(-c3ccccc3)n[nH]2)n1/N=C/C(Br)=C/c1ccccc1	-11	14	12	2	1	-5	-4	-6	3
Cn1c(=O)c([N+](=O)[O-])c(NCCCn2ccnc2)c2ccccc21	-19	-10	12	6	-1	-13	1	4	4
O=[N+]([O-])c1cccnc1Oc1ccc(C2SCCS2)cc1	-13	-2	8	-7	-3	-9	5	0	0
O=C1/C(=C/c2ccncc2)SC(=S)N1C1CCS(=O)(=O)C1 (stereo unspecified)	-7	-18	16	-1	-1	-23	5	17	-1
Cc1[nH]nc2c1C(c1ccc(F)cc1)C(C#N)=C(N)O2 (stereo unspecified)	-4	-6	11	-6	3	3	5	6	-2
Cc1nc([N+](=O)[O-])cn1CC(=O)NCCCO	-6	17	9	3	2	-5	5	32	3
O=c1[nH]cnc2c1c(-c1ccccc1)cn2-c1ccc(F)cc1	-18	-21	10	2	-1	2	6	10	12
OC1(c2cccs2)CN(c2ccc(Cl)cc2)C2=[N+]1CCCC2 (stereo unspecified)	-15	-9	4	-1	17	-2	32*	-4	3
O=C(Nc1ccc(Cl)c(Cl)c1)c1ccncc1	-9[20 µM]	-16	30	-1	1	-6	1	8[5 µM]	2
Cc1ccc(C)n1-n1c(C)nc2sc3c(c2c1=O)CCCCC3	-20	-14	12	-3	-3	-8	-2	22	0
Cc1cc(N)n(-c2ccc(Cl)cc2)n1	-16	3	7	-8	-2	-3	1	-2	1
O=C1c2ccccc2C(=O)N1CCCc1nc(-c2ccc(Cl)cc2)no1	-4	-17	13	-6	-3	2	1	-5	-3
O=[N+]([O-])c1cccc(-c2nnc3c4ccccc4c4ccccc4n23)c1	-9[20 µM]	-2	5	-4	0	-8	4	26	-2
CCOC(=O)CSc1nnc(NCC(=O)OC)c(=O)[nH]1	-3[20 µM]	-9	6	-8	3	-9	5	-5	-4
O=S(=O)(NC1CC1)c1ccc2c3c(cccc13)CC2	-28	-6	5	-3	-2	-2	4	9	2
CC(C)c1nc(CNC(=O)CC2C(=O)NCCN2Cc2ccoc2)cs1 (stereo unspecified)	-20	-2	2	5	-1	-11	0	15	-1
CCCN(CCC)C(=O)C1c2ccccc2Oc2ccccc21	0	-9	11	-11	3	-6	0	11	-11
